# DT40 TDP1 CPT: qHTS for Inhibitors of human tyrosyl-DNA phosphodiesterase 1 (TDP1): qHTS in cells in presence of CPT | chicken DT40 Tdp1-/-;hTDP1 cells + 20 nM CPT, ATP luminescence, 48 h | Potency, µM (doses to about 46.2 µM), for inactives: at the top dose activity change, negative = growth inhibition, actives largely listed as inhibitors | hit rate 12% among 420,000 | AID 686979, 2013; active = well fitted inhibition curve with a large enough effect; inconclusive = small, poorly fitted or top-dose-only effect; also: nearly all actives have a fitted effect of over 55% in size
#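 Chicken DT40 Tdp1-/- cells complemented with human TDP1, 400 cells/well, exposed to compounds plus 20 nM camptothecin for at least 48 h at 37 C; viability read as ATP content by CellTiter-Glo luminescence.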
# Active calls of the source: *; ? = inconclusive; [ ] = remark or other dose. % is scaled to controls: 0 for no effect and ±100 for the full control effect; potency is read from the fitted curve at half-maximal effect. Some of the compounds tested; the hit share may differ from the screen's.
cpd | compound | DT40 TDP1 CPT
1 | CCCCCC(=O)N1C[C@H](n2cc(-c3ccc(F)cc3)nn2)[C@@H](O)C[C@@H]1c1ccc(OC)cc1 | 2%
2 | Nc1c(-c2ccc(F)cc2)nc2ncccn12 | 13%
3 | OC[C@@H]1CN(Cc2ccc(Cl)cc2)C[C@H](n2cnc3c(NCc4ccncc4)ncnc32)O1 | -16%
4 | CC1C(=O)N(Cc2cn(CC3CCCCC3)nn2)CCS(=O)(=O)N1Cc1ccc(-c2ccccc2)cc1 (centres undefined) | 23µM*
5 | CC(=O)Nc1cccc(-c2ccnc3c2CC(C)(C(=O)NCc2ccccc2)O3)c1 (centres undefined) | 0.82µM*
6 | O=C(COC(=O)Cc1ccc(Cl)cc1Cl)NCc1ccccc1 | -10%
7 | C[C@@H]1CN([C@H](C)CO)C(=O)CCCn2nncc2CO[C@H]1CN(C)S(C)(=O)=O | 6%
8 | CCCS(=O)(=O)NC(=O)C1(C)CCN(C(=O)Cc2ccc3ccccc3c2)C1 (centres undefined) | -13%
9 | Cc1noc(C)c1-c1ccc(C(=O)NCc2ccc(Cl)cc2)c2occc12 | ?
10 | CC1(C(=O)NS(=O)(=O)Cc2ccccc2C(F)(F)F)CCN1C(=O)c1ccccc1 (centres undefined) | -29%
11 | COc1ccc(OC)c(CN2C[C@H](Sc3ccc(F)cc3)C[C@H]2C(=O)N(C)C)c1 | ?
12 | COc1cc(CNc2ncnc3c2ncn3[C@H]2CN(Cc3cc(OC)c(OC)c(OC)c3)C[C@@H](CO)O2)cc(OC)c1OC | -24%
13 | CN1C(=O)[C@@](O)(CC(=O)c2ccccc2)c2cc(Br)ccc21 | 5.8µM*
14 | ON=Cc1ccnc2ccccc12 | -23%
15 | O=C(/C=C/[C@H]1O[C@@H](n2ccc(=O)[nH]c2=O)[C@H](O)[C@@H]1O)N[C@@H](Cc1ccccc1)C(=O)O | 7%
16 | CC(C)c1cccc(C(C)C)c1NC(=O)c1ccc(-c2cc(Cl)ccc2Cl)o1 | -18%
17 | CC1(C(=O)NS(=O)(=O)C2CC2)CCCN(C(=O)C2(c3ccc(Cl)cc3)CCCC2)C1 (centres undefined) | ?
18 | COCCn1c(SCC(=O)Nc2ccc(F)cc2F)nc2c(c1=O)SCC2 | -8%
19 | COc1ccc(CN2C(=O)c3ccccc3C2(C)c2nc3ccccc3[nH]2)cc1 (centres undefined) | -2%
20 | COc1ccc(NC(=O)C2Cc3c(-c4ccc(Cl)cc4)ccnc3O2)cc1OC (centres undefined) | ?
21 | COc1cccc(Cn2c3ccc(NC(=O)CCc4ccc(F)cc4)cc3c(=O)n2C)c1 | 4.6µM*
22 | O=c1ccc2nc3ccccc3sc-2c1 | 0.65µM*
23 | CCN(CC)C(=O)c1cccc(-c2csc(C(C)(O)c3cccc(F)c3)n2)c1 (centres undefined) | 18µM*
24 | Cn1c(Nc2ccc(F)cc2)nc2cc(-c3ccsc3)sc2c1=O | ?
25 | OCCN1CCN(Cc2ccc3c(c2)CN(Cc2ccc4ccccc4c2)CCO3)CC1 | -6%[9.04 µM]
26 | CCOc1ccccc1-c1cncc(NC)n1 | ?
27 | CCN(CC)c1ncnc2c1ncn2[C@H]1CN(Cc2ccccc2)C[C@@H](CO)O1 | -17%
28 | COc1ccc(/C(=C\C(=O)O)c2nccc3cc(OC)c(OC)cc23)cc1OC | 9%[9.04 µM]
29 | COc1ccc(NC(=O)C[C@H]2C(=O)N(CCc3ccccc3)C[C@@H]2C)cc1 | -21%
30 | C[C@H](CO)N1C[C@H](C)[C@@H](CN(C)C(=O)Nc2ccccc2)Oc2ncc(-c3ccc(C#N)cc3)cc2C1=O | -30%

# Reprinted, compounds 26–30
cpd | compound | DT40 TDP1 CPT
26 | CCOc1ccccc1-c1cncc(NC)n1 | ?
27 | CCN(CC)c1ncnc2c1ncn2[C@H]1CN(Cc2ccccc2)C[C@@H](CO)O1 | -17%
28 | COc1ccc(/C(=C\C(=O)O)c2nccc3cc(OC)c(OC)cc23)cc1OC | 9%[9.04 µM]
29 | COc1ccc(NC(=O)C[C@H]2C(=O)N(CCc3ccccc3)C[C@@H]2C)cc1 | -21%
30 | C[C@H](CO)N1C[C@H](C)[C@@H](CN(C)C(=O)Nc2ccccc2)Oc2ncc(-c3ccc(C#N)cc3)cc2C1=O | -30%

# Additional compounds.
cpd | compound | DT40 TDP1 CPT
31 | OC[C@@H]1CN(Cc2ccco2)C[C@H](n2cnc3c(NCc4ccc(F)cc4)ncnc32)O1 | -2%
32 | COC(=O)[C@]12CCCCC=C1N(Cc1ccco1)C(=O)[C@H](CC(=O)NCc1cccc(C(F)(F)F)c1)C2 | ?
33 | CCCS(=O)(=O)NC(=O)C1(C)CCCN(C(=O)c2cccnc2Oc2ccccc2)C1 (centres undefined) | 11%
34 | CC(O)(c1ccccc1)c1nc(-c2ccc(F)c(Cl)c2)cs1 (centres undefined) | ?
35 | CC1C(c2ccccc2)OCCN1C(=S)NC(=O)c1ccccc1 (centres undefined) | -20%
36 | CC(C)c1ccc(Nc2n[nH]c(=S)s2)cc1 | -22%
37 | COc1ccc(S(=O)(=O)NC(=O)C2(C)CCN2C(=O)Cc2cc(C)cc(C)c2)cc1OC (centres undefined) | 1%
38 | COc1ccc(C(=O)N(Cc2cc3cccc(C)c3nc2N(C)C)CC2CCCO2)cc1 (centres undefined) | -3%[9.04 µM]
39 | CC(C)Nc1ncnc2c1ncn2[C@H]1CN(Cc2ccc(-c3ccccc3)cc2)C[C@@H](CO)O1 | 4.6µM*
40 | O=C(Nc1nc2ccccc2s1)c1ccc2sc([C@H]3C[C@H](O)[C@@H](CO)O3)nc2c1 | 16µM*
41 | Cc1cccc(C(=O)OCC(=O)NCc2ccc(Cl)cc2)c1 | -9%
42 | O=C(Nc1ccc2c(c1)OCO2)c1cc(C2CCCCN2C(=O)c2ccccc2)on1 (centres undefined) | 13µM*
43 | O=C(O)C(=Cc1ccnc2ccccc12)C(=O)O | -15%
44 | Cc1noc(C)c1NC(=O)N(C)C[C@@H]1Oc2ncc(Br)cc2C(=O)N([C@@H](C)CO)C[C@H]1C | -20%
45 | Cc1ccc(CN2CCNC(=O)C2CC(=O)NCCCn2nnc3ccccc32)cc1 (centres undefined) | 5%
46 | N#Cc1ccc(C(C(=O)NC2CCCCC2)n2c(=O)c(-c3ccco3)nc3ccccc32)cc1 (centres undefined) | 15µM*
47 | CCOC(=O)C1=CCC(C(C)(C)C)N(S(=O)(=O)c2ccc(C)cc2)C1 (centres undefined) | ?
48 | CC1(C(=O)O)CCCN1C(=O)c1ccccc1OC(F)(F)F (centres undefined) | -19%
49 | C[C@H](CO)N1C[C@H](C)[C@@H](CN(C)C(=O)Nc2ccccc2)Oc2cc(Br)ccc2S1(=O)=O | -28%
50 | O=C(CCCn1c(=S)[nH]c2ccsc2c1=O)Nc1ccc(F)cc1 | ?
51 | CC(C)CNc1ncnc2c1ncn2[C@H]1CN(C2CCCC2)C[C@@H](CO)O1 | -23%
52 | O=C(C1CCCCC1)N1CCC2CC1c1cc(-c3ccc4c(c3)OCO4)ccc12 (centres undefined) | 18µM*
53 | COCCOC(=O)N1CCCCC1c1cc(C(=O)NCc2ccc(Cl)c(Cl)c2)no1 (centres undefined) | 15µM*
54 | COc1cccc(Nc2nc(C(N)CC(C)C)cs2)n1 (centres undefined) | 16µM*
55 | CCOC(=O)[C@]12Cc3c(cc(OC)c(OC)c3OC)[C@H]1N(C1CCCCC1)C(=O)c1cc(OC)ccc12 | 9.2µM*
56 | COc1ccc(-n2nnnc2C(c2cccs2)N2CCN(C/C=C/c3ccccc3)CC2)cc1 (centres undefined) | 16µM*
57 | COCCNc1nc2cc(-c3cccc(Cl)c3)sc2c(=O)n1C | ?
58 | Cc1ccc(Nc2cc(=O)n(C)c(=O)[nH]2)cc1C | ?
59 | CC1(C(=O)Nc2ccc3c(c2)OCO3)CCN1C(=O)Cc1ccc(-c2ccccc2)cc1 (centres undefined) | 7.3µM*
60 | C1=C(c2cn(-c3nc4ccccc4s3)nn2)CCCC1 | ?
61 | O=C(Cn1c(Cn2c(-c3cnccn3)nc3ccccc32)nc2ccccc21)c1ccc(OC(F)(F)F)cc1 | ?
62 | CC(=O)c1ccccc1C(=O)N1CCCC(CNC(=O)c2ccc(F)cc2)C1 (centres undefined) | -25%
63 | COCCNC(=O)C1CCCN(C(=O)c2ccc(OC)c(F)c2)CC1 (centres undefined) | 0%
64 | Clc1cccc(Cc2c(-c3cccc(Br)c3)nc3ccc(Cl)cn23)c1 | ?
65 | CCOC(=O)[C@]12CCCC=C1N(Cc1ccc(Cl)cc1Cl)C(=O)[C@H](CC(=O)NCc1cccc3ccccc13)C2 | 26µM*
66 | CC[C@@H](NCCCn1ccc(NC(=O)OCc2ccccc2)nc1=O)c1ccccc1 | ?
67 | Cc1csc(-c2nc3ccccc3n2C(C(=O)NC(C)(C)C)c2ccccc2)c1 (centres undefined) | ?
68 | O=C(NCCC(F)(F)F)C1Cc2c(-c3ccc(Cl)cc3)ccnc2O1 (centres undefined) | ?
69 | C=CCCC(=O)N1C[C@H]2CCN(C)[C@H]2C[C@H]1c1ccccc1 | -7%
70 | COc1ccc(OCCNC(=O)c2ccc3nc(C)c(N(C)C(=O)CCc4ccccc4)n3c2)cc1 | 23µM*
71 | COc1cc(CN2CCC(C(=O)NC(c3ccc(-c4ccccc4)cc3)c3cnccn3)CC2)cc(OC)c1 (centres undefined) | 9.2µM*
72 | CCc1nc2c(OCCOc3ccccc3)cccn2c1N(C)C(=O)c1cccs1 | 26µM*
73 | CCCCNC(=O)C[C@@H]1C[C@@]2(C(=O)OC)CC(C)(C)CC=C2N(Cc2cccc3ccccc23)C1=O | ?
74 | CSc1ccc(Cn2c(C)c(C(=O)NCc3cccc(Cl)c3)sc2=O)cc1 | ?
75 | CCc1nc2ccc(C(=O)Nc3ccc4c(c3)OCC(=O)N4)cn2c1N(C)C(=O)Cc1ccccc1 | -15%
76 | Cc1cccnc1C(NC(=O)C1CCN(Cc2ccc(Oc3ccccc3)cc2)CC1)c1ccc(F)cc1 (centres undefined) | 23µM*
77 | Cc1ccc(NC2CCCN(C(=O)c3nonc3C)C2)cc1C (centres undefined) | -22%
78 | CC(C)c1c(C(=O)NCc2cccnc2)cnn1-c1nccc(-c2cccs2)n1 | 24%[9.04 µM]
79 | COc1ccc(CCN2C(=O)CCC2(C)c2nnnn2-c2ccc3c(c2)OCCO3)cc1OC (centres undefined) | -29%
80 | Cc1noc(C)c1S(=O)(=O)N(C)C[C@H]1OCc2cnnn2CCCC(=O)N([C@@H](C)CO)C[C@H]1C | 9%
81 | CC1(C)OC(=O)C2=C(C[C@@H](C3CC3)O[C@H]2c2ccc(Cl)cc2)O1 | -3%
82 | CC(=O)c1ccc(-c2c(CCO)sc3ccccc23)cc1 | ?
83 | C[C@@H]1CN([C@@H](C)CO)C(=O)CCCn2nncc2CO[C@@H]1CN(C)S(=O)(=O)c1ccccc1C#N | 3%
84 | COc1ccccc1-c1cccc(-c2nc(C(=O)Nc3nccs3)cc3c2[C@@H](CCO)N(C(C)=O)C3)c1 | ?
85 | CCN(CC)C(=O)C1=C(C)N(CCCN2CCCC2=O)C(=O)C(CC(=O)NCC2CCCCC2)C1 (centres undefined) | -2%
86 | CC(=O)CC1c2cc(F)ccc2C=C(c2ccsc2)N1c1ccc(-c2ccc(C(N)=O)cc2)cc1 (centres undefined) | ?
87 | CSCCC(C(=O)NCc1ccccc1)n1c(Cc2cc(F)cc(F)c2)nc2ccccc21 (centres undefined) | ?
88 | Cc1ccccc1OC1(C)CCN(Cc2ccc3ccccc3c2)C1 (centres undefined) | ?
89 | CCCS(=O)(=O)NC(=O)C1(C)CCN(C(=O)/C=C/c2ccccc2)C1 (centres undefined) | -15%
90 | COCC(=O)Nc1cc(C(=O)N2CCCC(c3ccccc3)CC2)c2c(c1)nc(-c1ccncc1)n2C (centres undefined) | 7%[9.04 µM]

# (continued)
cpd | compound | DT40 TDP1 CPT
91 | C[C@H]1CN([C@@H](C)CO)C(=O)CCCn2nncc2CO[C@H]1CN(C)S(=O)(=O)c1ccc(F)cc1 | -3%
92 | CCN(CC(=O)Nc1cccc(F)c1)CC(=O)Nc1ccc2c(c1)OCCO2 | -7%
93 | COc1ccccc1C(=O)NCC(=O)N(C)Cc1nc2ccccc2c(=O)[nH]1 | -17%
94 | COc1cc(OC)cc(C(=O)NNC(=O)C2CCC2)c1 | -10%
95 | CC1(c2nnnn2-c2ccc3c(c2)OCCO3)CCC(=O)N1CCc1ccccc1F (centres undefined) | ?
96 | OC(c1cccc(Cl)c1)c1nc(-c2cc3ccccc3o2)cs1 (centres undefined) | ?
97 | O=C(C[C@H]1CC[C@@H]2[C@H](COC[C@H](O)CN2Cc2nccs2)O1)NCc1ccccc1Cl | -10%
98 | O=C(C1CCCCC1)N1C[C@H](n2cc(C3CC3)nn2)[C@@H](O)C[C@@H]1c1ccc(Cl)cc1 | -18%
99 | O=C(C[C@H]1CC[C@@H](NS(=O)(=O)c2ccccc2)[C@@H](CO)O1)NCc1ccc(Cl)c(Cl)c1 | 21µM*
100 | CCCC(=O)N1CCCC1(C)C(=O)NCc1ccc(F)cc1Cl (centres undefined) | 8%
101 | CCCCNC(=O)C1C(c2ccccc2)=Nc2ccccc2N1C(=O)c1ccc(C(F)(F)F)cc1 (centres undefined) | ?
102 | C[C@H](NC(=O)c1nc[nH]c1C(=O)N(C)CCO)c1ccccc1 | -3%
103 | Cc1ccc2nc(-c3ccc(C#N)cc3)c(Cc3ccccn3)n2c1 | ?

# Grouped by structure, the compounds so far containing a COOH group
cpd | compound | DT40 TDP1 CPT
15 | O=C(/C=C/[C@H]1O[C@@H](n2ccc(=O)[nH]c2=O)[C@H](O)[C@@H]1O)N[C@@H](Cc1ccccc1)C(=O)O | 7%
28 | COc1ccc(/C(=C\C(=O)O)c2nccc3cc(OC)c(OC)cc23)cc1OC | 9%[9.04 µM]
43 | O=C(O)C(=Cc1ccnc2ccccc12)C(=O)O | -15%
48 | CC1(C(=O)O)CCCN1C(=O)c1ccccc1OC(F)(F)F (centres undefined) | -19%
